# Cneo AK release: causes C. neoformans cell lysis | adenylate kinase release luminescence, 4 h; normalised: neutral wells 0, clomiphene wells 100 | lysis activity, % at 15 µM | 360,000 compounds, 0.2% hits | AID 651654;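 active = mean lysis activity across replicates of at least 80%, whatever share of replicates individually reach that level; inactive = mean lysis activity below 80%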
#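 Assay system: log-phase C. neoformans yeast / Quantity: yeast cell density of 5 × 10^6 cells/mL / Medium: fresh YPD growth medium / Compound: single dose / Timing: static 4 h at 37 °C with compound, 1 h detection / Measured by: adenylate kinase release luminescence / Read-out: lysis from increased AK signal / Benchmarks: Clomiphene as positive lysis control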
# PGC1a acetyl inh: modulators of PGC1a acetylation; inhibition, % at 15.6 µM; 350,000 compounds, 0.17% hits; U2OS PGC1a acetylation, AlphaScreen anti-acetyl-lysine; with virally co-expressed GCN5 acetyltransferase;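 active = every replicate shows inhibition of at least 40%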;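 also: 0% = neutral control wells and 100% = positive control wells; some results beyond the cut were filed as inactive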
# Statin myotox sup: protects C2C12 myotubes from simvastatin toxicity; ATP luminescence, 48 h; scaled: DMSO 0, geranylgeraniol control 100; rescue of ATP level, % at 7.49 µM; 330,000 compounds, 0.78% hits; AID 602340;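 active = mean ATP rescue above about 67%, or every replicate alone reaching that limit, limit read from the data, passing the limit was not always enough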;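 also: myotubes were challenged with 10 µM simvastatin during compound exposure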
# LGR2 antag: inhibitors of bursicon-induced Drosophila LGR2 receptor cAMP signaling | AID 720647 | HEK293 LGR2, CRE-luciferase, bursicon-stimulated, 4 h | inhibition, % at 9.99 µM | 380,000 compounds, 0.35% hits;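 active = drop in luminescence signal, shown as inhibition above about 50% in the replicate tests, limit read from the data, passing the limit was not always enough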;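 also: agonist challenge used bursicon conditioned medium at about half maximal strength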
# PAX8 inh HTS: lowers PAX8-driven luciferase in RMG-I cells. 360,000 compounds, 1.2% hits. RMG-I TPO-luciferase reporter, SteadyGlo, 24 h. inhibition, % at 12.6 µM;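 active = mean replicate inhibition at least 60% with every replicate also reaching 60%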;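 also: luciferase light reporting Pax8 driven TPO promoter activity; plate controls were median of neutral control wells for no effect and mitoxantrone controls for full effect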
# PglD inh: inhibitors of Campylobacter jejuni PglD acetyltransferase | inhibition, % at 12.5 µM | purified PglD enzyme, DTNB colorimetric CoA detection | 360,000 compounds, 0.098% hits; in the data active = inhibition above about 16%, passing the limit was not always enough; also: strong numbers were not always called active
# INS-1E GSIS act: primary screen for activators of insulin secretion dependent on glucose, INS-1E cells, GLuc reporter luminescence. INS-1E GLuc reporter insulin secretion, 2-3 h. activation, % at 16.6 µM. AID 743287. 370,000 compounds, 0.61% hits;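 active = lowest replicate activation of at least 40%, so every replicate reaches that level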;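 also: 0% = median of neutral control wells and 100% = median of IBMX positive control wells; some compounds called inactive have numbers as strong as hits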
# ARNT TACC3 PPI: disruptors of human ARNT/TACC3 interaction; Q9Y6A5; inhibition, % at 9.99 µM; AlphaScreen His-ARNT PAS-B/GST-TACC3 binding, luminescence; TACC3 fragment carries E629A point mutation; 390,000 compounds, 0.66% hits;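 active = mean inhibition of replicates at least 50% and at least half of replicates each reaching 50%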;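 also: 0% = complete ARNT plus TACC3 wells and 100% = ARNT alone without TACC3; many hits fall short of the cut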
# Numbers without * were called inactive; . = no result given; & = joins results of further samples.
SMILES,Cneo AK release,PGC1a acetyl inh,Statin myotox sup,LGR2 antag,PAX8 inh HTS,PglD inh,INS-1E GSIS act,ARNT TACC3 PPI
COc1ccc(OCC(=O)NCCCn2ccnc2)cc1,.,2.0,11.0,0.1,-11.9,.,8.5,22.0
C[C@H](CO)N1C[C@H](C)[C@H](CN(C)Cc2ccc3c(c2)OCO3)OCCCC[C@H](C)Oc2ccc(NC(=O)c3ccccc3)cc2C1=O,-0.5,0.8,.,6.0,-18.2,-1.1,-15.2,-1.4
CCN1C/C(=C/c2cccs2)c2nc3ccccc3c(C(=O)O)c2C1,0.8,8.2,4.4,9.8,-10.1,-1.2,-4.3,-22.4
CCS(=O)CCSc1nc2ccccc2s1 (stereo not drawn),-1.1,6.9,2.2,.,-2.7,3.1,.,-8.3
COC(=O)N/N=C/c1cc(Cl)c(OCc2ccccc2F)c(OC)c1,-1.0,13.6,.,-26.1,-1.9,1.3,3.9,0.3
COCCOC(=O)/C=C1/NC(=O)CS1,-4.2,-1.8,0.9,.,17.5,3.0,.,-5.8
Cc1cc2cc(CCNC(=O)c3cccs3)c(=O)[nH]c2cc1C,-1.3,12.2,-3.2,-82.4,-89.3,-2.0,-6.7,-8.7
O=C(c1ccc(F)cc1)N1CCCC(c2ccccc2)C1 (stereo not drawn),.,.,.,-11.1,2.8,.,2.9,-6.3
Cc1ccccc1NC(=O)CN1C(=O)c2ccccc2C1=O,-0.7,12.5,-1.4,-8.4,8.3,1.5,7.4,-1.6
COC(=O)c1c(-c2ccsc2)sc2ccc(-c3cc(OC)c(OC)c(OC)c3)cc12,-0.8,.,-21.1,13.6,6.0,0.7,3.2,-2.9
COCCNC(=O)C1(C)CCCN(C(=O)c2ccc(OC)cc2OC)C1 (stereo not drawn),-1.4,0.2,5.3,-10.3,-2.0,-3.0,11.8,.
O=c1[nH]c(=S)[nH]c2c1C(c1ccc(F)cc1)OC(CCOCc1ccccc1)C2 (stereo not drawn),1.9,-4.0,-4.9,-16.0,6.9,-0.3,.,.
Clc1cc(Cl)cc(CSc2nnc(-c3sccc3-n3cccc3)o2)c1,-0.6,-9.4,12.2,20.9,.,-11.6,-6.1,-2.5
CC(C)c1nc2cc3ccccc3cc2[nH]1,2.0,.,-11.0,.,.,4.7,.,-3.7
Cc1cc(C)nc(NCCC(=O)O)n1,-6.5,-5.4,4.0,.,6.7,-7.9,15.3,-5.9
C[C@@H]1CCCCO[C@@H](CN(C)Cc2ccccc2)[C@H](C)CN([C@H](C)CO)C(=O)c2cc(NC(=O)NC3CCCCC3)ccc2O1,3.0,-2.8,.,2.5,6.3,3.2,-10.5,6.2
Cc1ccc(S(=O)(=O)Cc2nnnn2-c2ccccc2)cc1,-1.7,-1.0,3.2,3.4,20.7,2.9,16.9,-8.7
CC(=O)Oc1ccc(C(=O)Nc2cccc(C(=O)c3cccc(NC(=O)c4ccc(OC(C)=O)cc4)c3)c2)cc1,.,.,.,26.1,26.6,.,25.0,19.6
Cc1c(/C(O)=C2\C(=O)C(=O)N(CCN(C)C)C2c2cccs2)cnn1-c1ccccc1 (stereo not drawn),3.1,-4.3,1.1,-14.7,.,-1.0,0.2,-5.5
Cc1cccc(NC(=O)c2nc[nH]c2C(=O)Nc2ccccc2[N+](=O)[O-])c1,.,.,.,-2.5,-1.0,.,3.6,2.4
O=C(C[C@H]1CC[C@H]2[C@@H](COC[C@@H](O)CN2CC2CCOCC2)O1)NCC1CCCCC1,4.2,-1.4,11.9,5.8,4.7,0.4,6.3,-8.0
CCCNc1nc(-c2cc(-c3ccc(Cl)cc3)on2)cc(C(C)C)n1,2.8,.,7.9,2.0,-14.3,-2.0,4.2,-5.2
O=C(NC1CCC1)[C@@H]1[C@@H](CO)[C@@H]2Cn3c(ccc(-c4ccccc4)c3=O)[C@H]1N2,-4.7,.,-11.1,-17.8,.,0.8,-2.0,11.7
CCc1nc2ccc(C(=O)NCCCN(C)C)cn2c1N(CC)CCOC,-0.7,3.4,5.7,1.3,11.3,0.6,.,.
C=C(C)Cn1cnc2cc(C)c(C)cc21,1.5,-5.3,-7.8,3.1,26.6,-1.4,-4.6,-3.6
SMILES,Cneo AK release,PGC1a acetyl inh,Statin myotox sup,LGR2 antag,PAX8 inh HTS,PglD inh,INS-1E GSIS act,ARNT TACC3 PPI
O=C(CCC(=O)NNC(=O)Cc1ccccc1)NCc1ccccc1,.,-11.5,.,-48.3,18.5,.,4.9,.
COC1OC(CO)C(O)C(O)C1O (stereo not drawn),-0.7,-9.4,12.7,-11.6,.,7.4,6.9,2.2
COCC(=O)N[C@H]1CC[C@@H](CC(=O)NCc2ccc(Cl)cc2)O[C@@H]1CO,-0.6,1.2,-4.5,2.0,3.8,-1.8,0.6,1.4
CN(C)c1ccc2c(c1)[C@H]1C[C@H](CC(=O)NCc3ccc(Cl)cc3)O[C@H](CO)[C@H]1O2,-0.4,-0.5,3.1,-0.5,16.8,0.5,-2.9,13.5
CO[C@@H]1CN(C)C(=O)c2ccc(NC(=O)Cc3ccccc3)cc2OC[C@@H](C)N(C(C)=O)C[C@H]1C,-2.1,-5.7,-24.8,-16.7,.,5.0,-10.5,2.1
CC(=O)Nc1cc2cc(NS(=O)(=O)c3ccc(C)cc3)ccc2oc1=O,-2.9,12.5,-2.1,.,-1.9,-0.9,.,0.2
O=C(Nc1ccc(Cl)cc1)Nc1ccc(S(=O)(=O)Nc2ncccn2)cc1,.,.,.,20.1,4.7,.,-18.3,-1.4
Cc1ccc(S(=O)(=O)N2CCOCC2)cc1NC(=O)CSc1nnc2n1CCCCC2,-1.3,.,1.2,-3.1,-3.3,-2.5,22.5,2.4
Cc1cc(OCc2ccccc2)ccc1/C(O)=C1/C(=O)C(=O)N(Cc2cccnc2)C1c1ccncc1 (stereo not drawn),.,-2.4,7.3,3.0,8.0,.,-19.2,25.6
C[C@@H]1CN([C@H](C)CO)C(=O)Cc2cc(NC(=O)NC3CCCCC3)ccc2O[C@H]1CN(C)S(C)(=O)=O,5.8&-1.8,5.5&-1.2,9.1&2.2,16.5,-1.1,4.6&1.2,7.2,-4.2&-4.9
CC(C)C#Cc1ccc([C@@H]2[C@@H](C#N)N(C(=O)C3CC3)[C@H]2CO)cc1,9.5,11.2,-6.7,-1.0,-4.5,1.6,-10.4,-36.2
OCc1ccccc1OCCCOc1cccc2cccnc12,1.4,10.7,5.6,-24.8,-95.7,-1.6,-6.6,-2.5
C[C@H](CO)N1C[C@H](C)[C@H](CN(C)S(C)(=O)=O)Oc2ccc(NC(=O)NC3CCCCC3)cc2C1=O,48.8,8.0,-0.2,-2.7,-4.4,2.0,3.4,-10.8
O=C(Nc1ccc(NC(=O)c2cccs2)c(Cl)c1)c1cccs1,5.7,-6.2,.,-33.0,-62.9,-3.7,-1.7,-4.1
CC(=O)c1ccc(N2C(=NC(=O)CCC3CCCC3)SC3CS(=O)(=O)CC32)cc1 (stereo not drawn),-8.0,3.6,-2.0,-3.3,14.1,7.8,8.2,1.3
CC(C)CC#Cc1cnc2c(c1)C(=O)N([C@H](C)CO)C[C@H](C)[C@@H](CN(C)Cc1cccc(F)c1)O2,87.8*,-17.7,36.2,11.1,.,1.2,-14.8,3.6
COc1ccc(S(=O)(=O)N(CC(=O)N/N=C/c2cccs2)c2cc(C)cc(C)c2)cc1OC,-0.3,-16.5,33.1,16.0,.,1.1,-15.4,1.6
CCOc1ccc(OCC)c(S(=O)(=O)N2CCC(C)CC2)c1,-1.9,-18.4,31.7,.,.,2.6,.,-6.5
Cc1ccccc1C(=O)N(Cc1nc2ccccc2c(=O)[nH]1)C1CCCC1,.,-15.1,14.9,.,-0.7,.,-34.4,-6.4
C[C@H](CO)N1C[C@H](C)[C@@H](CN(C)C)Oc2ccc(N(C)C)cc2CC1=O,3.4,4.7,-3.8,5.1,3.3,2.6,3.0,1.8
CCOC(=O)CNC(=O)C1(/C=C/c2ccccc2)CC(=O)N1c1ccc(OC)cc1 (stereo not drawn),-2.0,-13.6,-15.9,7.7,2.5,0.7,-17.3,0.5
COc1ccc(-c2cnc3c(c2)C(=O)N([C@@H](C)CO)C[C@H](C)[C@@H](CN(C)C(=O)Cc2ccncc2)O3)cc1,3.3,11.4,26.2,-5.9,15.0,-1.4,-4.8,-0.7
COc1ccc(-c2cnc3c(c2)C(=O)N([C@H](C)CO)C[C@@H](C)[C@@H](CN(C)Cc2ccc(C(=O)O)cc2)O3)cc1,-4.1,0.2,-2.8,-18.7,-0.7,-3.1,5.9,-1.1
S=c1nc[nH]c2c1[nH]c1ccccc12,2.9,4.9,.,.,.,5.3,.,1.6
S=C(Nc1ccc(Cl)cc1)N1CCOCC1,1.1,-2.5,.,-8.2,-1.7,1.5,6.7,.

# 4 compounds drawn at random from the list so far, as already listed:
SMILES,Cneo AK release,PGC1a acetyl inh,Statin myotox sup,LGR2 antag,PAX8 inh HTS,PglD inh,INS-1E GSIS act,ARNT TACC3 PPI
C[C@H](CO)N1C[C@H](C)[C@@H](CN(C)C)Oc2ccc(N(C)C)cc2CC1=O,3.4,4.7,-3.8,5.1,3.3,2.6,3.0,1.8
Cc1ccc(S(=O)(=O)N2CCOCC2)cc1NC(=O)CSc1nnc2n1CCCCC2,-1.3,.,1.2,-3.1,-3.3,-2.5,22.5,2.4
O=C(Nc1ccc(NC(=O)c2cccs2)c(Cl)c1)c1cccs1,5.7,-6.2,.,-33.0,-62.9,-3.7,-1.7,-4.1
Cc1ccccc1C(=O)N(Cc1nc2ccccc2c(=O)[nH]1)C1CCCC1,.,-15.1,14.9,.,-0.7,.,-34.4,-6.4

# Next entries
SMILES,Cneo AK release,PGC1a acetyl inh,Statin myotox sup,LGR2 antag,PAX8 inh HTS,PglD inh,INS-1E GSIS act,ARNT TACC3 PPI
CCC1CCCCN1CC(=O)Nc1cc(OC)c(OC)cc1C#N (stereo not drawn),.,.,.,2.3,2.1,.,19.0,-0.7
CO[C@H]1CC[C@@H]2CCOc3ccc(C#N)cc3C(=O)N(C)C[C@H](OC)[C@H](C)C(=O)N(C)C[C@@H]1O2,4.0,.,-2.9,0.5,32.9,-5.3,2.5,-7.7
O=C1CCCC(O)=C1Sc1ccccc1C(=O)O,-0.6,.,20.0,-6.9,-2.5,4.8,1.2,.
CN(C)S(=O)(=O)c1cccc(C(=O)Nc2cc(Cl)ccc2O)c1,-11.6,15.9,7.1,.,.,7.7,.,2.7
COc1ccc(NC(=O)CSc2nnc(Cn3c(=O)sc4ccccc43)n2C)c(OC)c1,0.5,5.2,5.9,4.1,-2.7,3.2,-1.1,0.7
Cn1c(=O)c2c(nc(CO)n2C)n(C)c1=O,-0.5,6.5,8.0,29.4,-3.5,-2.5,9.7,.
Cc1csc2ncc(C(=O)NCCC(c3ccccc3)c3ccccc3)c(=O)n12,-14.5,-5.0,10.5,-0.5,2.3,5.5,6.9,-9.3
COc1ccc(CNC(=O)c2ccc(-c3ccc(F)c(F)c3)c3ccoc23)cc1OC,-0.3,7.1,-1.7,.,12.8,-0.1,.,.
Cc1cnc(NC(=O)CSc2nc3ccccc3s2)s1,1.0,0.1,38.9,.,-6.5,5.4,.,-0.6
CCCn1c(N)c(C(=O)CSc2ncn[nH]2)c(=O)n(C)c1=O,2.3,0.1,2.2,21.9,-6.9,0.2,15.6,-0.4
CC(=O)c1ccc(S(=O)(=O)Nc2ccc(C(=O)NCCCn3ccnc3)cc2)cc1,0.3,6.1,3.9,27.6,3.8,-3.5,3.7,5.2
O=C1CCC/C(=N\NC(=O)COc2ccc(Cl)cc2)C1,.,-3.5,.,8.2,-25.1,.,3.0,-0.2
CCCCOC(=O)c1cccnc1,2.3,3.1,9.7,-4.4,.,-3.2,3.2,-3.2
C[C@H](CO)N1C[C@H](C)[C@@H](CN(C)S(=O)(=O)c2cn(C)cn2)Oc2c(NS(=O)(=O)c3ccc(F)cc3)cccc2C1=O,1.5,10.6&-12.1,-1.2,3.3&-4.0,17.4&6.9,-2.3,7.0&-5.8,0.1

# Compounds were not picked by outcome, and some 2.9% of all compounds hit somewhere here.
